# Screening results from PubChem.
# Diaph act CS = counter-screen for diaphorase-based assays: diaphorase activators and chemical reducers. Diaphorase/resazurin coupled assay, resorufin fluorescence, 16 min; active compounds read high; 1 = vehicle wells, 0 = NADH-free wells. activation factor at 20 µM. actives 0.005% (n = 190,000). AID 1229;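 active means diaphorase activity raised at least twofold by the compound at 20 µM; inactive means activation factor below 2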
#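 Test system: Clostridium kluyveri diaphorase, purified enzyme. Buffer or medium: 50 mM HEPES pH 7.4 buffer plus MgCl2 and Tween 20. Also added: 0.114 mM NADH and 0.1 mM resazurin, final amounts. Dosing: compound 20 µM once, DMSO 1%. Schedule: 16 min enzyme reaction, ambient temperature. Detection: fluorescence of resorufin, 544 nm excitation, 590 nm emission.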
# G6PDH CS = L. mesenteroides G6PDH inhibition counter-screen. Purified L. mesenteroides G6PDH, diaphorase/resazurin coupled fluorescence, 45 min. inhibition, % at 5 µM. actives 0.12% (n = 200,000). AID 1020; in the data active means inhibition above about 50%
# TNAP inh hi DEA = inhibitors of human TNAP at high phosphate acceptor concentration. actives 0.03% (n = 200,000). P05186. inhibition, % at 20 µM. AID 1135. purified TNAP, CDP-star luminescence, 1 M DEA;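 active means over 50% inhibition of tissue-nonspecific alkaline phosphatase at 20 µM in the single-dose screen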;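 further: plate controls were DMSO wells for no effect and EDTA-quenched wells as full inhibition for full effect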
# PMI act = increases human mannose-6-phosphate isomerase activity | P34949 | purified human PMI, coupled resazurin fluorescence, 20 min; active compounds read high; 1 = vehicle control, 0 substrate-free wells | activation factor at 20 µM | actives 0.005% (n = 190,000) | AID 1214;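 active means activation factor of 2 or more at 20 µM, relative to plate controls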
# Target sequence (P34949 whole entry, looked up): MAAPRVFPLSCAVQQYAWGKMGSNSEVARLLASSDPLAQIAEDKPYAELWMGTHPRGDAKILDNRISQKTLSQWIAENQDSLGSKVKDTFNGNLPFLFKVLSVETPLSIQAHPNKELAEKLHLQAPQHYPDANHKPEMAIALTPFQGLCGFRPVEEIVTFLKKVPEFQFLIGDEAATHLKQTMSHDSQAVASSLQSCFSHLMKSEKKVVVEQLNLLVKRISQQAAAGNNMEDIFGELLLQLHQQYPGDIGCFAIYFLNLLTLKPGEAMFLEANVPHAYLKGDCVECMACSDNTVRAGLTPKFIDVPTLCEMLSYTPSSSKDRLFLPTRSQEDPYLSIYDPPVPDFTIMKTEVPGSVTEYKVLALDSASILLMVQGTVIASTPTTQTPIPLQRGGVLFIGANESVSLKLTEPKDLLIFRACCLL
# FLuc stim CS = affects firefly luciferase, flagging false hits in luciferase stimulation screens | P08659 | ATPlite luciferase biochemical, luminescence, 10 min; 0 = ATP-free wells, 1 = DMSO control | activation factor at 10 µM | 200,000 tested, under 10 active | AID 1027;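 active means luciferase activation factor, scaled between plate controls, of at least 2 with compound at 10 µM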
# Target sequence (P08659 whole entry, looked up): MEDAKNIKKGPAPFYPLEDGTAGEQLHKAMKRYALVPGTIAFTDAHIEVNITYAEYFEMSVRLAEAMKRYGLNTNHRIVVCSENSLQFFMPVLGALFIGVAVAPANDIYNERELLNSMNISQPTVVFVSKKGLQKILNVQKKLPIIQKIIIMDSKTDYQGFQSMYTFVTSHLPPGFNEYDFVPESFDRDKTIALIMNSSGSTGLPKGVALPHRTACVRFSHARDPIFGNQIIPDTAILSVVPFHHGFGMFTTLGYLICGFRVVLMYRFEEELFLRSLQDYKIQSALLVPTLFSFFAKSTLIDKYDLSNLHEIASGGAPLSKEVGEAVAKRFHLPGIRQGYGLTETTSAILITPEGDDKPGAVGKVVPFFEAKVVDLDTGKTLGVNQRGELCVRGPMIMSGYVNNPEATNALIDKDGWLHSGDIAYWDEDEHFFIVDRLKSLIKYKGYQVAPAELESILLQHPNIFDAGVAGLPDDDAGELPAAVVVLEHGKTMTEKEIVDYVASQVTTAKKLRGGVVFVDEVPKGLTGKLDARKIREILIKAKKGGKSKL
#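 Material: Luciferase/luciferin reagent mix | Doses: Test compounds dosed from 2 mM stocks in 100% DMSO | Timing: 10 min incubation after luciferase reagent addition, room temperature | Measured by: Luminescence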
# PMI act hi M6P = increases human PMI activity with near-saturating mannose 6-phosphate; P34949; coupled PMI enzyme assay, resazurin fluorescence, 20 min; active compounds read high; 1 = untreated enzyme, 0 = substrate-free blank; activation factor at 20 µM; actives 0.34% (n = 190,000);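 active means activation factor of 2 or more at 20 µM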
#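 Technique: Diaphorase-driven resazurin-to-resorufin fluorescence, excitation 544, emission 590 nm | Assay system: Human PMI in coupled enzyme assay | Times: Enzyme reaction with compound 20 min at room temperature | Medium: HEPES-buffered pH 7.4 with magnesium and detergent | Reagent: Mannose-6-phosphate 1.0 mM (near-saturating) plus 0.22 mM NADP+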
# Diaph inh CS = inhibits diaphorase or chemically oxidizes, flagging diaphorase assay artifacts | AID 1217 | actives 0.69% (n = 190,000) | inhibition, % at 20 µM | diaphorase resazurin-to-resorufin fluorescence, NADH, 16 min; bacterial (C. kluyveri) enzyme, not human;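 active means primary screen inhibition at 20 µM above a set limit, cut at about 50% in these data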;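 further: plate controls were DMSO with full reaction for no effect and wells lacking NADH for full effect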
#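 controls = No-NADH positive control and DMSO neutral control | system = Clostridium kluyveri diaphorase enzyme | timing = reaction incubation of 16 min at room temperature | signal = resorufin fluorescence 544/590 nm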
# HMGR II inh = E. faecalis class II HMG-CoA reductase inhibition. purified E. faecalis HMGR, NADPH absorbance 340 nm kinetic. inhibition, % at 10 µM. actives 0.41% (n = 190,000);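 active means inhibition above a set limit, the median over all tested compounds plus 3 SD, cut at about 9.5% in these data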;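 further: enzyme runs in reverse so mevalonate oxidation gives rising NADPH absorbance; 0% = complete reaction with DMSO and 100% = background rate lacking mevalonate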
# TNAP act hi DEA = TNAP (human) activation, high acceptor. purified TNAP, CDP-star luminescence, 1 M DEA, 30 min; active compounds read high; 0 = EDTA background, 1 = DMSO-only activity. 200,000 tested, under 10 active. activation factor at 20 µM. P05186;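 active means activation factor at least 2 at 20 µM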
#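 system = human TNAP | amount = enzyme diluted 1/800 final | reagent = 100 µM CDP-star substrate | signal = luminescent substrate turnover signal | dosing = one dose, 20 µM | benchmarks = EDTA negative control, DMSO positive control | measure = activation factor | timing = 30 min reaction, room temperature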
# TNAP inh noacc = TNAP (human) inhibition, acceptor-free conditions; P05186; purified TNAP, CDP-star luminescence, 30 min; inhibition, % at 20 µM; actives 0.26% (n = 200,000);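 active means tissue-nonspecific alkaline phosphatase inhibition above about 50% at 20 µM in the single-dose screen, limit read from the data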;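 further: 0% = DMSO negative control and 100% = EDTA positive control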
# Starred values were filed as active, the others as inactive.
SMILES,Diaph act CS,G6PDH CS,TNAP inh hi DEA,PMI act,FLuc stim CS,PMI act hi M6P,Diaph inh CS,HMGR II inh,TNAP act hi DEA,TNAP inh noacc
CCC(=O)Nc1ccccc1C(=O)N1CCN(Cc2ccccc2)CC1,0.9,8,-7,1,1,1,13,-5,1.1,-18
Cc1ccc(CSCC(N)C(=O)O)cc1 (configuration not stated),0.9,15,1,0.9,1.1,1,8,-5,1,-16
Cc1ccc(Cn2ncc3c(N4CCCC4)ncnc32)cc1,0.8,2,-1,0.9,1,0.9,21,0,1,-4
CCCCn1c(SCC(=O)NCc2ccco2)nnc1-c1ccoc1C,0.8,-1,-6,0.9,1,1,21,-1,1.1,-18
CC(=O)c1ccc(Nc2cc(C)nc3ccccc23)cc1,1.1,-1,-1,0,1.1,1.1,-12,0,1,-12
Cc1ccccc1Nc1nc2ccccc2s1,0.9,-9,4,0.9,0.7,0.9,12,-5,1,-20
CCOP(=O)(OCC)C(NC(C)=O)C(=O)c1ccccc1 (configuration not stated),0.9,0,-5,1,1.1,1,9,-10,1.1,-19
Cc1cc(C)c(-c2c(O)c3c(n(C)c2=O)CC(C)(C)CC3=O)c(C)c1,0.9,-7,-3,1,1.1,0.9,9,-1,1,-7
CCOC(=O)N1CCC(N2C(=O)c3ccc(C(=O)NCc4ccco4)cc3C2=O)CC1,0.9,-7,3,1,1,1,14,4,1,-12
COc1ccc(CNC(=O)CNS(=O)(=O)c2ccc(Cl)cc2)cc1,1.1,2,1,1.1,1,1,-6,1,1,-5
O=c1c(-c2ccccc2)coc2c(CN3CCCC3)c(O)ccc12,0.8,5,-3,0.9,1.1,0.8,16,-3,1,-4
NNC(=O)c1ccc2[nH]c3c(c2c1)CCCC3,0.7,-1,-5,1,0.8,1,31,3,1,-4
Nc1[nH]c(N=NC(=O)c2ccccc2O)c2ccccc12,0.8,-9,4,1.1,0.1,1.2,19,-7,1,-154
O=C(c1n[nH]c(=O)c2ccccc12)N1CCN(c2ccccc2)CC1,1,4,-5,1.1,1.1,1,-4,-2,1.1,3
Cc1oc2ccc(OS(C)(=O)=O)cc2c1C(=O)OC(C)C,0.9,6,1,1.1,1,1,10,-4,1,-6
O=C(Nc1nccs1)C1CCCN1S(=O)(=O)c1ccc(F)cc1 (configuration not stated),0.9,14,-7,0.8,1,0.8,14,-7,1.1,-14
CCN(CC)CC(C)OC(=O)c1ccccc1Cl (configuration not stated),0.8,0,-4,1,1,1,16,1,1,-9
Cc1cc(C)c2oc(C(=O)Nc3ccc(S(=O)(=O)N4CCC(C)CC4)cc3)cc(=O)c2c1,0.7,10,-2,1,1.1,1,27,-4,1,-21
CSC(=S)NCc1cccnc1,1,4,0,1.1,1.1,1.1,1,1,1,-6
Cc1ccc(Cn2c(=N)n(CC(=O)c3ccccc3)c3ccccc32)cc1,1.2,8,-8,1.1,1.1,1.1,-19,-5,1.1,-4
CCCc1cc(C(F)(F)F)c(C#N)c(=O)[nH]1,0.9,4,-1,1,1,1,7,0,1,-6
CC1(C)Cc2c(sc3c2c(=N)n(Cc2ccco2)c(=O)n3Cc2ccccc2)CO1,0.8,-5,3,0.9,1,0.9,15,2,1,0
O=C(Nc1ccc(S(=O)(=O)NC2=NCCCCC2)cc1)c1ccco1,0.9,9,-6,1.1,1.1,1,8,3,1.1,-5
CC(=O)N1CCN(Cc2nc3cc(Cl)ccc3c(=O)[nH]2)CC1,1,10,-2,1.1,0.9,1.1,2,0,1,1
Cc1cccc(NC(=O)C2CCCN2S(=O)(=O)c2cccc3cccnc23)c1 (configuration not stated),1,3,-5,1.1,1,1.1,-5,2,1,-12
Nc1nc(/C=C/c2cccnc2)nc(-c2ccccc2O)n1,1,4,-1,0.9,0.9,1,3,-5,1,2
C=CCSc1nnc(-c2nnc(SCC=C)n2-c2ccccc2)n1-c1ccccc1,0.8,13,-5,0.9,1,0.9,15,1,1,-6
CC(=O)N1C(Nc2ccc(Cl)cc2)CCN1c1ccccc1 (configuration not stated),0.7,-7,-6,0.8,1.1,0.8,34,6,1.1,-12
COc1cccc(/C=N/NC(=O)CNC(=O)C2COc3ccccc3O2)c1O (configuration not stated),1,-5,2,1.1,1.1,1.2,4,-4,1,-137
O=c1cnnc(N/N=C/C2CC=CCC2)[nH]1 (configuration not stated),1,5,-2,1.1,1,1.1,-4,-2,1,-5

# Brought forward from above: 2 entries; new compounds follow.
SMILES,Diaph act CS,G6PDH CS,TNAP inh hi DEA,PMI act,FLuc stim CS,PMI act hi M6P,Diaph inh CS,HMGR II inh,TNAP act hi DEA,TNAP inh noacc
COc1cccc(/C=N/NC(=O)CNC(=O)C2COc3ccccc3O2)c1O (configuration not stated),1,-5,2,1.1,1.1,1.2,4,-4,1,-137
O=c1cnnc(N/N=C/C2CC=CCC2)[nH]1 (configuration not stated),1,5,-2,1.1,1,1.1,-4,-2,1,-5
COc1ccc2c(c1)c1ncn(Cc3ccco3)c(=O)c1n2C,1.1,8,-1,0.9,1,1,-5,-10,1,-7
CCCCCCCSc1nc(N)cc(=O)[nH]1,0.9,5,-9,1.1,1.1,1,14,-8,1.1,-9
CCCCSc1nnc(CCC)n1N,1,-1,-1,1.1,1.1,1.1,1,2,1,-10
CCOC(=O)CN1N=C(/C=C/c2ccc(C)cc2)CCC1=O,0.9,4,-6,1,1,1,7,0,1.1,-10
Cc1cc(NC(=O)C(C)C)ncc1NC(=O)c1ccccn1,0.9,9,-1,1,1,1,11,-1,1,0
CCNc1nc(=S)nc(NCc2ccccc2)[nH]1,0.6,-7,-2,1,1.1,0.8,44,-2,1,-13
Cc1cccc(CS(=O)(=O)Cc2ccc(C(=O)O)o2)c1,0.9,8,-2,0.9,1,1,7,-3,1,-8
Cc1cc(Cl)c(S(=O)(=O)Nc2ccc3c(c2)OCCO3)cc1OCC(N)=O,0.9,-5,-3,1,1,1,10,1,1,-8
CCO/C=C/C(O)(CNC(=O)COc1ccccc1F)C(F)(F)F (configuration not stated),0.8,1,-10,1,1.1,1,16,-1,1.1,-13
CC1CCCC(NC(=O)CN(C)S(=O)(=O)c2cccc3cccnc23)C1C (configuration not stated),1,4,0,1,1,1,3,-1,1,17

# Arranged by value in TNAP inh noacc (smallest number first): some entries from above.
mol	TNAP inh hi DEA	PMI act	FLuc stim CS	PMI act hi M6P	Diaph inh CS	HMGR II inh	TNAP act hi DEA	TNAP inh noacc
CCNc1nc(=S)nc(NCc2ccccc2)[nH]1	-2	1	1.1	0.8	44	-2	1	-13
CCOC(=O)CN1N=C(/C=C/c2ccc(C)cc2)CCC1=O	-6	1	1	1	7	0	1.1	-10
Cc1cc(Cl)c(S(=O)(=O)Nc2ccc3c(c2)OCCO3)cc1OCC(N)=O	-3	1	1	1	10	1	1	-8

# (cont.)
SMILES,Diaph act CS,G6PDH CS,TNAP inh hi DEA,PMI act,FLuc stim CS,PMI act hi M6P,Diaph inh CS,HMGR II inh,TNAP act hi DEA,TNAP inh noacc
Cc1cccc(NC(=O)c2cc(Cl)ccc2[N+](=O)[O-])c1,0.8,3,-1,0.9,1,0.9,16,-2,1,-1
Nc1cccc(S(=O)(=O)c2ccc(N)c(N)c2)c1,0.9,2,-3,0.9,1,0.9,6,-2,1,-10
O=C(Nc1cccc(S(=O)(=O)N2CCCCC2)c1)c1cnccn1,1,14,-1,1.1,1,0.9,2,0,1,-1
Cc1nnc(NC(=O)CCSc2ccc(Cl)cc2)s1,1,7,-4,1.1,1.1,1,-2,-4,1,-8
O=C(NCc1cccnc1)C1CCN(S(=O)(=O)N2CCC3(CC2)OCCO3)CC1,0.9,5,-6,1,1.1,1,8,1,1.1,-13
COc1ccc(N(C)S(=O)(=O)c2cccc(C(=O)NCc3ccc4c(c3)OCO4)c2)cc1,1,7,-1,1,1,1,0,-5,1,-10
O=C(CN1C(=O)S/C(=C/c2cccs2)C1=O)N1CCOCC1,0.9,-3,9,1,1,1,12,-2,0.9,-8
O=C(CN1C(=O)c2ccccc2S1(=O)=O)NC1CCCC1,0.9,10,3,0.9,1,0.8,8,-1,1,-3
CC(C)OC(=O)CSc1nnc(Cc2ccccc2)n1C,0.9,-4,2,1,1,0.9,12,-3,1,-4
CCc1cccc(CC)c1N(COC)C(=O)Cn1c(CO)nc2ccccc21,0.8,-1,-9,1.1,1,1.1,24,-5,1.1,-6
CC(C)c1ccc(NC(=S)NN2CCN(C)CC2)cc1,1,4,0,1,1,0.9,4,-2,1,-18
Cc1cc(C)nc(NC(=O)c2ccc(Cl)c(Cl)c2)n1,1,-2,-1,1,1,1,5,-4,1,-20
COc1ccc(C(CNC(=O)Cc2ccccc2F)N2CCCCC2)cc1 (configuration not stated),1,3,-4,1,1,1,-5,-4,1,-8
O=C(CSc1ccc(-c2ccco2)nn1)N1CCCC1,0.8,2,-4,1,1,0.9,24,-1,1,-10
COC(=O)c1ccc(N2NC(=O)/C(=C/c3ccc(-c4ccc(Cl)c(C(=O)O)c4)o3)C2=O)cc1,0.3,0,13,1,0.8,0.9,74*,-1,0.9,20
COc1cc2c(cc1OC)C(c1ccccc1F)OC(=O)C2 (configuration not stated),0.9,4,-1,0.9,1.1,0.9,15,-2,1,6
COc1cccc(C2C(C(C)=O)=C(O)C(=O)N2CCc2c[nH]c3ccccc23)c1 (configuration not stated),0.9,4,-8,0.9,1,0.9,13,-4,1.1,-9
CC(=O)c1ccc(N2CCN(C(=O)CN(C)S(=O)(=O)c3cnc[nH]3)CC2)cc1,0.9,5,2,1.1,1,1,6,1,1,1
CSc1nc2ccc(NC(=O)c3ccc(Cl)s3)cc2s1,0.7,4,-6,1,0.9,1,30,-1,1.1,-6
CCCCC(CCC(=O)O)(C(=O)OCC)c1csc(Nc2ccc(C)cc2)n1 (configuration not stated),0.9,11,-1,1,1.1,1,10,-2,1,-5
Cc1cc(C)c(C)c(S(=O)(=O)ON2C(=O)c3ccccc3C2=O)c1C,0.8,8,-6,1.1,1.1,1,22,-9,1.1,-4

# Exported with values under each structure: two of the compounds above
# Below each compound – Diaph act CS | G6PDH CS | TNAP inh hi DEA | PMI act | FLuc stim CS | PMI act hi M6P | Diaph inh CS | HMGR II inh | TNAP act hi DEA | TNAP inh noacc
- CC(=O)c1ccc(N2CCN(C(=O)CN(C)S(=O)(=O)c3cnc[nH]3)CC2)cc1
 : 0.9 | 5 | 2 | 1.1 | 1 | 1 | 6 | 1 | 1 | 1
- CSc1nc2ccc(NC(=O)c3ccc(Cl)s3)cc2s1
 : 0.7 | 4 | -6 | 1 | 0.9 | 1 | 30 | -1 | 1.1 | -6
